Assay outcomes as filed in PubChem BioAssay.
BAP1 inh = human BAP1 deubiquitinase inhibition | activity remaining (% of control), % at 20 µM | AID 436 | actives 0.48% (n = 72,000) | recombinant BAP1, Ub-AMC hydrolysis fluorescence kinetic; hits give low values;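 active = activity remaining at or below 50% of control, provided the compound also passes the data quality filters; inactive = the rest, including low values that fail the filters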;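 note: 100% = DMSO wells rate and 0% = substrate alone blank rate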
HePTP inhibitor = human HePTP phosphatase inhibition; recombinant HePTP phosphatase activity, OD absorbance; inhibition, % at 20 µM; actives 0.64% (n = 110,000); in the data active = inhibition above about 50%;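 note: plate controls were vehicle for no effect and reference inhibitor for full effect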
Target sequence (P35236 whole entry, looked up): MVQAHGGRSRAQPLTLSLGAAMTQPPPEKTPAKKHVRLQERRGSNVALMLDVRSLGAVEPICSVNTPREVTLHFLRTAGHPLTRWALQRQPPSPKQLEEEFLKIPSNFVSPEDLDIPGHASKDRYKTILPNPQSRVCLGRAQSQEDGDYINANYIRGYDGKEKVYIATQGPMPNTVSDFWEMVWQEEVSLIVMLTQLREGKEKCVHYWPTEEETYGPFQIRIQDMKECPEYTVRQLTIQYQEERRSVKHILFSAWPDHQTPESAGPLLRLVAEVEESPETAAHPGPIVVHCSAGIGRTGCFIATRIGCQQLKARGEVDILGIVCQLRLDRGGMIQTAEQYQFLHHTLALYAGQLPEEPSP
Active calls of the source: *; nt = no result given; & = joins results of further samples.

SMILES	BAP1 inh	HePTP inhibitor
COc1ccc(-c2ccc(/C=C/c3cc(C(F)(F)F)[nH]c(=O)n3)o2)cc1Cl	nt	6
NC(=O)CSc1nc2ccc(Br)cc2[nH]1	nt	11
CCOc1ccc(N(CC(=O)Nc2ccccc2Br)S(C)(=O)=O)cc1	nt	-9
CCOC(=O)c1c(C)n(C)c2c1cc(O)c1ccccc12	nt	-9
O=C(O)[C@@H]1C[C@H](C(=O)O)N1	100	nt
CN(C)S(=O)(=O)c1cc(S(=O)(=O)N(C)C)c2cccc3c2c1NC3=O	73	-12
COc1ccc(NC(=O)CN2CCCCC2)cc1	115	5
CC1CCCCN1CCNC(=O)Cn1nc(-c2ccccc2)ccc1=O (configuration not stated)	99	-2
Cc1nonc1NC(=O)OCCN1CCOC1=O	102	-4
COc1ccc(-c2nnnn2CCc2ccccc2)cc1	103	-6
CCC(=O)N1CCc2cc(S(=O)(=O)N(CC)c3cccc(C)c3)ccc21	99	8
CCSc1nc2c(c(=O)[nH]1)C(c1ccccn1)C1=C(CC(C)(C)CC1=O)N2 (configuration not stated)	nt	3
CN1C(=O)c2oc3ccccc3c(=O)c2C1c1ccccn1 (configuration not stated)	102	11
Fc1ccc(Br)cc1C1C=C(c2cccnc2)Nc2ncnn21 (configuration not stated)	89	3
Cc1nnc(SCc2nnc(-c3ccccc3)o2)n(N)c1=O	92	0
COc1ccc(-c2cc(=O)n3[nH]c(-c4ccc(C)cc4)cc3n2)cc1	nt	1
O=C(Nc1cccc2ccccc12)C1(c2ccccc2)CC1(Cl)Cl (configuration not stated)	nt	0
CCOC(=O)c1c(C)n(CC(COC(C)=O)OC(C)=O)c2ccc(OC(C)=O)cc12 (configuration not stated)	88	15
Clc1ccc(CN2C3=NCCCN3c3ccccc32)cc1	98	0&-6
COc1ccc(C(=O)N2CCN(C(=O)CC(C)C)CC2)cc1OC	97	4&5
CCOc1ccc2cc(S(=O)(=O)N3CCCCC3C)ccc2c1 (configuration not stated)	nt	-10
Cc1oc2c(C)c3oc(=O)c4c(c3cc2c1C)CCCC4	106	1
Cn1c(NCCN2CCCCC2)cc(=O)n(C)c1=O	148	-2
O=C(CN(Cc1cccs1)C(=O)CNS(=O)(=O)c1ccccc1)NCc1ccco1	103	-6
Cc1ccc(S(=O)(=O)/N=C2/NC(=O)/C(=C/c3cc([N+](=O)[O-])ccc3O)S2)cc1	nt	-4
Cc1ccc(N(CC(O)CN2CCCCC2)S(=O)(=O)c2ccc(C)cc2)cc1 (configuration not stated)	nt	-3
COCC(=O)Nc1nc(-c2ccccc2)c(C)s1	nt	1
Cn1c(SCC(=O)NC2CCCC2)nnc1-c1ccc(S(=O)(=O)N2CCOCC2)cc1	93	2
O=C(COc1ccc(Cl)cc1Cl)OCc1ccccc1	nt	3
COc1ccc(N(CC(=O)NCc2ccccc2)S(C)(=O)=O)cc1	nt	-1
CCn1ccc(C(=O)Nc2ccc(N(C)C(C)=O)cc2)n1	99	1
CNc1nc(N)c(C(=O)C(C)(C)C)s1	82	6
Cc1ccc(-c2noc(CN3C(C)CCCC3C)n2)cc1 (configuration not stated)	98	13
O=c1[nH]c(C(F)(F)F)nc2ccccc12	102	-9
COc1ccc(-c2ccc(-c3noc(-c4cccs4)n3)c(OC)n2)cc1	69	-7
O=C(CSc1nnc(Cc2ccccc2)o1)N1CCOCC1	104	7

By substructure: the entries above with fluorine
SMILES	BAP1 inh	HePTP inhibitor
COc1ccc(-c2ccc(/C=C/c3cc(C(F)(F)F)[nH]c(=O)n3)o2)cc1Cl	nt	6
Fc1ccc(Br)cc1C1C=C(c2cccnc2)Nc2ncnn21 (configuration not stated)	89	3
O=c1[nH]c(C(F)(F)F)nc2ccccc12	102	-9

(list continues)
SMILES	BAP1 inh	HePTP inhibitor
C#CCOc1ccc(/C=C2\C(=O)NC(=O)N(c3ccc(Cl)cc3)C2=O)cc1OCC	nt	0
Cc1sc(NC(=O)COc2ccccc2)nc1-c1ccccc1	nt	-18
CCOc1ccc(/C(O)=C2/C(=O)C(=O)N(CCOCCO)C2c2ccccn2)cc1 (configuration not stated)	81	8
C=CCN(c1ccccc1C(=O)O)S(=O)(=O)c1ccc(NC(=O)OC)cc1	nt	2
CC1CCCCC1NC(=O)CSc1nnnn1-c1ccccc1 (configuration not stated)	62	4
CC(C)n1c(C(O)c2ccccc2)nc2ccccc21 (configuration not stated)	95	5
O=C(Cn1c(=O)[nH]c2ccsc2c1=O)NC1CCCCCC1	105	20
NC1=NC(=O)C(CC(=O)Nc2ccc([N+](=O)[O-])cc2)S1 (configuration not stated)	nt	-19
COc1cc(C2CC(=O)N3CN(Cc4ccco4)CSC3=C2C#N)ccc1OCc1ccccc1 (configuration not stated)	74	1
Cn1c(-c2cccs2)nc2c3ccccc3c3ccccc3c21	nt	-12
COc1cc(C(=O)N2CCN(C(=O)COc3ccc(Cl)cc3)CC2)cc(OC)c1OC	nt	10
CCN(CC)c1ccc(NC(=O)C(C)C)cc1	114	11
CCC(C)NC(=O)c1c(N)n(/N=C/c2cccnc2)c2nc3ccccc3nc12 (configuration not stated)	335	-3
CCCCOC(=O)c1cccc(NC(=O)C(C)Oc2ccc(OC)cc2)c1 (configuration not stated)	nt	-6
O=S(=O)(NCc1csc(-c2cccnc2)n1)c1ccc2c(c1)OCCO2	105	5
COc1ccc(N2CC(C)Cn3c2nc2c3c(=O)n(CCN3CCOCC3)c(=O)n2C)cc1 (configuration not stated)	95	3
Cc1noc(C)c1CSc1nc2ccccc2[nH]1	91	nt
COc1ccc(C(C#N)N2CCCCCC2)cc1OC (configuration not stated)	89	2
Cc1ccc(CSCCNC(=O)CN(c2cccc([N+](=O)[O-])c2)S(=O)(=O)c2ccccc2)cc1	nt	0
COc1ccc(Cn2c(O)cc(=O)[nH]c2=O)cc1	165	0
CCn1c(Cn2nnc(-c3ccccc3)n2)nnc1SCC(=O)Nc1ccccc1	93	1
O=C(O)c1ncn(Cc2ccccc2)c1C(=O)O	98	-11
COc1cc(OC)c(OC)cc1CN1CCN(Cc2cccc(Br)c2)CC1	nt	-4
O=C(c1cc(-c2ccco2)on1)N1CCc2ccccc2C1	98	3
O=C(N=Nc1c(O)[nH]c2ccccc12)C12CC3CC(CC(C3)C1)C2	nt	10
CCOc1ccc(NC(=O)CCN2CCN(c3ccccc3OC)CC2)cc1	99	-8
O=c1c2c(nc3n1CCCCC3)sc1c(O)cccc12	105	3
CCn1cc(C(=O)NCCCN2CC(C)CC(C)C2)c(=O)c2cc(S(=O)(=O)N(C)C)ccc21 (configuration not stated)	92	5
COc1ccccc1-n1c(SCC(N)=O)nnc1-c1ccc(S(=O)(=O)N2CCCCC2)cc1	103	7
CN(C)CCCN1C(=O)C(=O)/C(=C(/O)c2ccncc2)C1c1cccnc1 (configuration not stated)	94	-8
O=C1NC(=S)S/C1=C/c1cc(Br)ccc1OCc1ccccc1Cl	nt	6
C=CCn1c2ccccc2c2nnc(SCN3C(=O)c4ccccc4C3=O)nc21	nt	18&-3
COC(=O)C(NC(=O)c1cccc(Cl)c1)C12CC3CC(CC(C3)C1)C2 (configuration not stated)	nt	-4
Cc1oc(C)c2c(=O)ccc3c(c12)OC(N)=C(C#N)C3c1ccccc1Cl (configuration not stated)	63	-3
CNc1nc2nonc2nc1Nc1ccc(C)c(C)c1	nt	1
COCCOC(=O)C1=C(C)N=C2SCCC(=O)N2C1/C=C/c1ccccc1 (configuration not stated)	99	-6
CCOC(=O)c1ccc(-c2ccc(/C=C3\C(=O)NC(=O)C(C#N)=C3C)o2)cc1	nt	-15
Cc1cc([N+](=O)[O-])nn1C(=O)c1nn(C)cc1Br	nt	8
Cc1ccccc1OCCCN1CCC(C)CC1	nt	7
c1ccc(-c2oc3ncnc(N4CCOCC4)c3c2-c2ccccc2)cc1	195	2
COc1cc(CN=Cc2c(O)n(-c3cc(OC)ccc3OC)c(=O)[nH]c2=O)cc(OC)c1	nt	-15
COc1ccc2cc(S(=O)(=O)N3CCCCC3)ccc2c1S(=O)(=O)N1CCCCC1	71	9
COc1ccc(-c2nc3cc(NC(=O)c4ccc(C)c(C)c4)ccc3o2)cc1	nt	-1
CCCOc1ccccc1C1CC(=O)Nc2cc3c(cc21)OCCO3 (configuration not stated)	57	7
CC1CCCCC1NC(=O)CSc1nnc(CN2CCOCC2)n1C (configuration not stated)	89	7
COC(=O)c1c(C(=O)OC)c2cc(C)ccn2c1Cl	64	8
CN(C)c1ccc(/C=N/Nc2nc(-c3cc4ccccc4oc3=O)cs2)cc1	nt	-13
CCN(CC)CCOc1ccccc1Cl	nt	10

A stretch taken from the entries so far, for reference:
SMILES	BAP1 inh	HePTP inhibitor
CN(C)c1ccc(/C=N/Nc2nc(-c3cc4ccccc4oc3=O)cs2)cc1	nt	-13
CCN(CC)CCOc1ccccc1Cl	nt	10

One compound at a time, from the list above. Screens in order: BAP1 inh | HePTP inhibitor
`CC(C)n1c(C(O)c2ccccc2)nc2ccccc21` (configuration not stated) in the list: 95 | 5
`CCCCOC(=O)c1cccc(NC(=O)C(C)Oc2ccc(OC)cc2)c1` (configuration not stated) in the list: nt | -6
`Fc1ccc(Br)cc1C1C=C(c2cccnc2)Nc2ncnn21` (configuration not stated) in the list: 89 | 3
`Cc1ccc(S(=O)(=O)/N=C2/NC(=O)/C(=C/c3cc([N+](=O)[O-])ccc3O)S2)cc1` in the list: nt | -4
`COc1ccc(N2CC(C)Cn3c2nc2c3c(=O)n(CCN3CCOCC3)c(=O)n2C)cc1` (configuration not stated) in the list: 95 | 3

Continuation:
SMILES	BAP1 inh	HePTP inhibitor
COc1cc2cc(=O)n(Cc3ccccc3)c(C)c2cc1OC	nt	4
CCCN1Cc2cccc(C(=O)Nc3ccc4c(c3)OCCO4)c2C1=O	98	6
CCOC(=O)N1CCN(CC(O)c2ccc3cc[nH]c3c2)CC1 (configuration not stated)	100	-10
Cc1onc(-c2ccccc2)c1C(=O)Nc1cccc(Oc2ccccc2)c1	nt	-8
Cn1c(=O)c2c(nc(NC3CCCCC3)n2CC(O)COc2ccccc2)n(C)c1=O (configuration not stated)	103	2
Cc1ccc(/C=C2\CCC/C(=C\c3ccc(C)o3)C2=O)o1	nt	-10
Cc1sc2nc(SCC(=O)NCCCO)n(-c3ccccc3)c(=O)c2c1C	nt	0
COc1cc(C(=O)N2CCN(C3CCCCCC3)CC2)cc(OC)c1OC	nt	2
N#Cc1nc(-c2cccs2)oc1N1CCOCC1	nt	5
CCOC(=O)C1=C(CC)Nc2ccccc2N=C1NC(=O)c1cccc(S(=O)(=O)N2CCCC2)c1	97	1
COc1ccc(CCN2C(=O)CSC2c2ccc(Cl)cc2Cl)cc1OC (configuration not stated)	nt	-8
O=C(CN1CCOc2ccccc21)NC1CC1	95	1

Ordered by the number under BAP1 inh (descending): three of the compounds above.
SMILES	BAP1 inh	HePTP inhibitor
O=C(Cn1c(=O)[nH]c2ccsc2c1=O)NC1CCCCCC1	105	20
CCC(=O)N1CCc2cc(S(=O)(=O)N(CC)c3cccc(C)c3)ccc21	99	8
CC(C)n1c(C(O)c2ccccc2)nc2ccccc21 (configuration not stated)	95	5

Following part.
SMILES	BAP1 inh	HePTP inhibitor
C/C(=N\N=C1\NC(=O)C(CC(=O)NCc2ccccc2)S1)c1ccco1 (configuration not stated)	nt	6
CC(=O)c1cccc(NC(=O)NCc2cccs2)c1	135	6
CCCCn1c(SCC(=O)N2CCN(c3ccccc3)CC2)nc2ccsc2c1=O	98	-6
O=C(O)c1cc(S(=O)(=O)N2CCCCC2)ccc1F	88	-4
O=C(C1CCCN(S(=O)(=O)c2ccc(F)cc2)C1)N(Cc1cccs1)C1CC1 (configuration not stated)	nt	-3
CC(O)CP(=O)(c1ccccc1)c1ccccc1 (configuration not stated)	nt	-8
COc1ccc(C=NN2CCN(Cc3ccc(C)cc3C)CC2)cc1Br	nt	-5
CC(C)CN1C(=O)c2ccc(C(=O)Nc3ccccc3O)cc2C1=O	nt	-1
OCCNCc1ccc(OC2CCCC2)cc1	138	-3
Nc1cccc(-c2cc(C(=O)O)c3ccccc3n2)c1	nt	1
CC(=O)Nc1ccccc1C(=O)N1CC2(C)CC1CC(C)(C)C2 (configuration not stated)	83	-1
CCOC(=O)Cn1c(=O)oc2cc(S(=O)(=O)NCCc3ccc(OCC)c(OCC)c3)ccc21	110	3
COc1ccc(C2C(C(=O)c3cccs3)=C(O)C(=O)N2c2nncs2)cc1OC (configuration not stated)	nt	9
COc1ccc(C(=O)Nc2ccc(S(=O)(=O)Nc3onc(C)c3C)cc2)cc1	106	4
COc1ccc(N2CCN(C(=O)CN=C3NS(=O)(=O)C(c4ccc(C)cc4)=C3C)CC2)cc1	104	2
CC(C(=O)N1c2ccc(F)cc2CCC1C)N1C(=O)c2ccccc2C1=O (configuration not stated)	89	10
Cc1ccc(CCN2CC(C(=O)NCc3cccnc3)CC2=O)cc1 (configuration not stated)	103	4
O=C1c2cccc3c(N4CCCCC4)ccc(c23)C(=O)N1c1ccc(Cl)cc1	nt	4
O=C1OC(c2ccccc2)=C/C1=C/N1CCOCC1	nt	6
COC(=O)c1c(NC(=O)C(C)C)sc2c1CCCC2	nt	-8
O=C(O)CNCC1COc2ccccc2O1 (configuration not stated)	100	6
O=C(CCNS(=O)(=O)c1cccs1)N1CCCCCC1	101	3
